# Compound activity from PubChem.
# SK-BR-3 tox 24h – SK-BR-3 proliferation inhibitors; SK-BR-3 viability, CellTiter-Glo ATP luminescence, 24 h; hits give low values; 41,000 compounds, 0.47% hits; AID 847; viability, % at 10 µM;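 active means viability at or below the median of all test compounds minus 3 SD, in both replicates if run twice, cut at about 45% in these data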;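 further: 100% = median untreated cell wells and 0% = median positive control drug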
# The depositor's hits bear a star. Not all compounds are listed, so the mix of outcomes need not match the whole.
# The first six entries (preview)
SMILES,SK-BR-3 tox 24h
CC(C#N)On1c(SC(C)C#N)nc2ccccc2c1=O (stereo unspecified),77
CN(C)C(=O)COn1c(SCC(=O)N(C)C)nc2ccccc2c1=O,95
CCn1c(SCC(=O)NC2CCCCC2C)nnc1-c1ccc(OC)cc1 (stereo unspecified),78
Cc1c(C)c2cc(Cl)c(O)c(CN3CCCCC3)c2oc1=O,68
CCOC(=O)CSC1=C(C#N)C(c2ccccc2C)C2=C(CCCC2=O)N1 (stereo unspecified),91
CC(C)Sc1nnc([C@@H]2CCCN2C(=O)OC(C)(C)C)o1,94

# Results, repeating the preview:
SMILES,SK-BR-3 tox 24h
CC(C#N)On1c(SC(C)C#N)nc2ccccc2c1=O (stereo unspecified),77
CN(C)C(=O)COn1c(SCC(=O)N(C)C)nc2ccccc2c1=O,95
CCn1c(SCC(=O)NC2CCCCC2C)nnc1-c1ccc(OC)cc1 (stereo unspecified),78
Cc1c(C)c2cc(Cl)c(O)c(CN3CCCCC3)c2oc1=O,68
CCOC(=O)CSC1=C(C#N)C(c2ccccc2C)C2=C(CCCC2=O)N1 (stereo unspecified),91
CC(C)Sc1nnc([C@@H]2CCCN2C(=O)OC(C)(C)C)o1,94
Cc1ccc2cccc(S(=O)(=O)N3CCN(c4cccc(Cl)c4)CC3)c2n1,106
O=S(c1ccsc1)c1ccsc1,102
COc1cccc(C2(O)CCN(C(=O)C3CC3)CC2)c1,103
CCN(CC)C(=O)C1=C(C)NC(=O)NC1c1c(F)cccc1Cl (stereo unspecified),93
CCOC(=O)N1CCN(S(=O)(=O)c2ccc3[nH]c(=O)sc3c2)CC1,92
COc1ccc(OC)c(NC(=O)C2CCCN(S(=O)(=O)c3c(C)noc3C)C2)c1 (stereo unspecified),76
Cc1cc(C)nc(NC(=O)c2ccc(OC(C)C)cc2)n1,98
Cc1nc2ncnn2c(C)c1CCC(=O)NC(C)CCc1ccco1 (stereo unspecified),90
COc1ccc(C2C(C(=O)Nc3cccc(C)n3)c3ccccc3C(=O)N2C)cc1 (stereo unspecified),64
O=C(CSc1nnnn1-c1ccc(F)cc1)NC1CCCCC1,97
O=C1OC(NC(=O)c2ccccc2)C(n2cc(CO)nn2)=C1Cl (stereo unspecified),86
O=C(N1CCCCCC1)N1CCN(C(=O)N2CCOCC2)CC1,101
Cc1ccc(Cn2c(SCC(C)C)nc3c2c(=O)n(C)c(=O)n3C)cc1,78
CCCn1c(SCC(=O)NCCc2ccccc2)nnc1-c1ccccn1,84
O=C(NCCO)C1CCN(S(=O)(=O)c2ccc(F)cc2)CC1,87
C=CCn1cnc2scc(-c3ccccc3)c2c1=O,124
CCCn1c(SCC(=O)NCCc2ccccc2)nnc1-c1cccnc1,78
CC1CCC/C(=C\Nc2ccc(O)cc2)C1=O (stereo unspecified),86
CCOC(=O)C1=C(c2ccccc2)N(C)C(=O)NC1c1ccc(OC(F)F)c(OC)c1 (stereo unspecified),77
COCCNC(=O)C(c1ccccc1)N(CCOC)C(=O)Cn1nnc2ccccc21 (stereo unspecified),92
CC1(C)CC(=O)CC(C)(C)N1OC(=O)c1ccccn1,87
COCCCNC(=O)c1c(N)n(/N=C/c2cccnc2)c2nc3ccccc3nc12,76
CC(=O)N1C(=O)c2cccc3cccc(c23)C(=O)N1C(C)=O,128
O=C(Nc1ccccc1)N1CC=C(c2ccccc2)CC1,80
COC(=O)c1cc(CSc2nc3ccc(C)cc3[nH]2)oc1C,104
c1ccc(-c2cn3cccnc3n2)cc1,100
O=C(Nc1ccccc1C(F)(F)F)C1CC(=O)N(c2ccccc2F)C1 (stereo unspecified),116
COc1cc(-c2nc3n(n2)C(c2ccncc2)C(C(N)=O)=C(C)N3)cc(OC)c1OC (stereo unspecified),89
COc1ccc(OC(C)C(=O)N2CCN(c3ccccn3)CC2)cc1 (stereo unspecified),109
Cc1cccc(Cn2c(=O)n(Cc3ccco3)c(=O)c3ccccc32)c1,75
Cc1[nH]nc2c1C(=O)CC(C)(C)C2,86
CCCCS(=O)(=O)NC1=NCN(Cc2ccco2)CN1,80
CCN(CC)CCOC(=O)c1ccc(NC(=O)CCNC(=O)Cn2ccc3ccccc3c2=O)cc1,85
Cc1cc(C)n(C(CC(=O)N2CCc3ccccc3C2)C(=O)O)n1 (stereo unspecified),85
Cc1ccc(S(=O)(=O)Nc2ccc3c(c2)nc2n3CCN(Cc3ccccc3)C2)cc1,89
Cc1cccc(NC(=O)CSc2nnc(-c3ccco3)o2)c1C,114
O=C(c1ccccc1)c1ccc(OC(=O)N2CCOCC2)cc1,100
Cn1ccnc1SCC(=O)NC1CCCCC1,87
CCCn1c2c(c(O)c(C(=O)Nc3nccs3)c1=O)CCCC2,94
COc1ccc2c(c1OC)C(=O)OC2C1c2c(cc3c(c2OC)OCO3)CCN1C (stereo unspecified),85
CC(=O)Cn1c(N2CCC(Cc3ccccc3)CC2)nc2c1c(=O)[nH]c(=O)n2C,90
CCC(Oc1ccccc1)C(=O)Nc1ccccn1 (stereo unspecified),96
O=c1c(-c2ccccc2)n[nH]c2ccccc12,107
CCn1c(Cc2ccccc2)nnc1SCc1nc2ccccc2c(=O)[nH]1,84
# Next section:
SMILES,SK-BR-3 tox 24h
Nc1nc(-c2ccccc2)cc(-c2ccccc2O)n1,45
COc1cc(C)nc(NC(=O)COc2ccc(Cl)cc2C)n1,80
CC(C)=CC(=O)OCC(=O)NC(=O)NC(C)(C)C,106
COc1ccccc1C1SCCN1S(C)(=O)=O (stereo unspecified),98
CCCCNc1cc(C)nc(NCc2ccccc2)n1,105
CCOc1ccc2ccccc2c1C(=O)N1CCOCC1,97
Cc1cccc(-n2cnc3c(c2=O)c2nc4ccccc4nc2n3Cc2ccco2)c1,74
CC1=Nn2c(nnc2-c2n[nH]c3c2CCC3)SC1,88
COc1ccc(NC(=O)c2cc3n(n2)C(C(F)(F)F)CC(c2ccco2)N3)cc1 (stereo unspecified),109
N#CCCN(C(=O)Nc1ccc(Cl)cc1)c1ccccc1,97
NS(=O)(=O)c1cc2c(cc1C(F)(F)F)NCNS2(=O)=O,101
COc1ccc(NC(=O)c2cccnc2N2CCCCC2)cc1,90
O=C(OCc1nc2ccccc2s1)c1cccs1,87
CCOc1ccc(N(CC(=O)NC(C)(C)C)C(=O)c2ccco2)cc1,111
CC(C(=O)Nc1ccc(N2CCOCC2)cc1)N1C(=O)c2ccccc2C1=O (stereo unspecified),101
CCCCn1cnc2cc(NCc3cccc(OC)c3O)ccc21,97
CN1CCN(c2oc(COc3ccc(-c4ccccc4)cc3)nc2C#N)CC1,71
NC1=NC(c2cccc(O)c2)n2c(nc3ccccc32)N1 (stereo unspecified),87
CCN1C=C(C(=O)OC)C(c2cccc(C)c2)C(C(=O)OC)=C1,93
c1nnc2c3c4c(sc3ncn12)CCC4,98
Cc1ccc2c(c1)c1ncnc(N3CCc4ccccc4C3)c1n2C,72
CC1=Nn2c(nc(-c3ccccc3)c2-c2ccccc2)N(CC(N)=O)C(=O)C1,106
Cc1ccc(NC(=O)CCN2CCN(C/C=C/c3ccccc3)CC2)cc1C,80
CCOC(=O)Cn1c(=O)c2c(nc(Br)n2CC(=O)OCC)n(C)c1=O,91
COc1ccc(C2C(C(=O)c3sc(C)nc3C)=C(O)C(=O)N2CCCn2ccnc2)cc1 (stereo unspecified),91
O=c1c2c(nc3c(-c4cccc(Br)c4)c[nH]n13)CCCC2,51
CCOC(=O)N1CCOCCOCCN(C(=O)OCC)CCOCC1,112
CCNc1nc(NCC)nc(Oc2ccc(OCC)nn2)n1,97
CCCCCn1c(CCNC(=O)c2cccs2)nc2ccccc21,93
Cc1sc2nc(SCC(=O)N(CCO)CCO)n(C3CCCCC3)c(=O)c2c1C,112
CCCN(Cc1cc2cc(C)ccc2[nH]c1=O)C(=O)c1cccc(OC)c1,85
CC(C)[C@H](NC(=O)CCn1nnc2ccccc2c1=O)C(=O)O,94
COc1ccc(-c2noc(CN(C(=O)C(C)(C)C)C(C)C)n2)cc1,89
Cc1ccsc1C1C=C(c2cccc(Br)c2)Nc2ncnn21 (stereo unspecified),75
COc1ccc(C)cc1NC(=O)NC1CCN(Cc2ccccc2)CC1,92
CCOC(=O)C(NC(C)=O)(Nc1ccc(S(=O)(=O)Nc2onc(C)c2C)cc1)C(F)(F)F (stereo unspecified),86
CC(=O)Oc1cccc2c1C(=O)c1c(OC(C)=O)cc(C(=O)O)cc1C2=O,82
Cc1oc(-c2cc(Cl)ccc2Cl)cc1-c1nn2c(C)nnc2s1,87
COc1cc(NC(=O)Cc2ccccc2OC)cc(OC)c1,97
COc1cc(NC(=O)c2c(-c3ccccc3Cl)noc2C)c2ncccc2c1,73
CC1=CC(C)(C)N(C(=O)CSc2nnc(-c3ccccc3)o2)c2ccc(C)cc21,87
O=C(CNS(=O)(=O)c1ccc(Br)s1)NCc1ccc2c(c1)OCO2,86
COc1ccc2[nH]c(=O)c(CN(CCN3CCCC3)C(=O)Nc3ccccc3Cl)cc2c1,123
CCCCCCOC(=O)CCn1[nH]c(=O)c2ccccc2c1=O,72
COc1ccc(C(CC(=O)O)NS(=O)(=O)c2ccc(C)cc2)cc1OC (stereo unspecified),115
COC(=O)c1ccc(OCC(=O)Nc2nn(-c3ccccc3)nc2C(N)=O)cc1,97
CCOC(=O)Cc1csc(NC(=O)CSc2nc3cccnc3n2CC)n1,103
O=S(=O)(Nc1ccccn1)c1ccc(Oc2ccccc2)cc1,68
CC(=O)Nc1cccc(NS(=O)(=O)Cc2ccc(Cl)cc2)c1,99
Cc1ccccc1C(=O)N(C)Cc1ccccc1,117
# Additional entries
SMILES,SK-BR-3 tox 24h
S=C(c1ccc(N2CCOCC2)cc1)N1CCOCC1,83
CCOc1cc(S(=O)(=O)N2CCN(Cc3ccccc3)CC2)ccc1Br,93
CC(=O)Nc1ccc(S(=O)(=O)Nc2nc(C)cc(-n3nc(C)cc3C)n2)cc1,103
CN1CCN(S(=O)(=O)c2cccc(S(=O)(=O)c3ccc(Cl)c(Cl)c3)c2)CC1,76
Cc1ccc(N2CC(C(N)=O)CC2=O)cc1 (stereo unspecified),81
CCOC(=O)Cn1nnnc1CN(Cc1ccc(OC)cc1)Cc1cc2cc(C)cc(C)c2[nH]c1=O,92
Cc1csc(NC(=O)CSCC(=O)Nc2ccccc2)n1,96
CCn1c(C(O)c2ccc(C)cc2)nc2ccccc21 (stereo unspecified),82
O=C(CSc1nnc(Cn2cnc3ccccc32)o1)c1ccccc1,87
CCOc1ccc(NS(=O)(=O)c2ccc3[nH]cc(C(=O)NC(C)CC)c(=O)c3c2)cc1 (stereo unspecified),77
CC(=O)c1ccc(NC2OC(C)C(O)C(O)C2O)cc1 (stereo unspecified),91
CCOC(=O)Nc1ccc(S(=O)(=O)NCCCN2CCOCC2)cc1,79
O=C(O)c1ccc(NC(=O)C2(c3ccccc3)CCOCC2)cc1,100
COCc1nnc(NC(=O)CCCOc2ccccc2)s1,85
CCOC(=O)C1CCN(S(=O)(=O)c2ccc(OCC(=O)OC)cc2)CC1,96
CC1(C)Cc2ccccc2-c2nc(CN3CCOCC3)[nH]c(=O)c21,100
CCn1cc(CN(C)C(=O)CSc2nc(-c3ccco3)cc(C(F)(F)F)n2)c(C)n1,92
CC(C)CC(c1nnnn1C(C)C)N1CCN(c2cccc(Cl)c2)CC1 (stereo unspecified),82
CCCS(=O)(=O)N1CCN(C(=O)c2ccccc2F)CC1,81
COc1ccc(NS(=O)(=O)c2ccc3oc4ccccc4c3c2)cn1,95
O=C(Nc1nnc(C2CC2)s1)c1cc(-c2ccccc2)nn1-c1ccccc1,90
COc1cc(SC)ccc1C(=O)Nc1ccc2c(c1)CCN2S(C)(=O)=O,88
O=C(NC1CCCCC1)C(c1cccs1)N(CC1CCCO1)C(=O)c1csnn1 (stereo unspecified),86
COc1ccc2nc(C)[nH]c(=O)c2c1,91
c1ccc2c(c1)NC(c1ccncc1)n1c-2nc2ccccc21 (stereo unspecified),90
Cc1cc(-c2cc(-c3ccc(Cl)cc3)nc(N)c2C#N)co1,103
COc1ccc(-c2cc(C(=O)N3CCCc4ccccc43)no2)cc1OC,59
O=C(Nc1nc2c(s1)CCCC2)c1ccc(Br)s1,86
Cc1ccc(S(=O)(=O)CC(=O)N(C)C)cc1,96
Cc1nn(C)cc1CNC(=O)c1ccccc1Br,86
Cc1ccc(Cn2cccc(NC(=O)c3ccco3)c2=O)cc1,111
CCN(CC)CCNC(=O)c1c(O)c2cccc3c2n(c1=O)CCC3,97
CCN(CC(=O)O)S(=O)(=O)c1cc(Cl)ccc1Cl,86
NC(=O)C1CCN(C(c2ccccc2Cl)c2nnnn2Cc2ccc3c(c2)OCO3)CC1 (stereo unspecified),85

# Compounds listed so far with a CF3 group (5):
SMILES,SK-BR-3 tox 24h
O=C(Nc1ccccc1C(F)(F)F)C1CC(=O)N(c2ccccc2F)C1 (stereo unspecified),116
COc1ccc(NC(=O)c2cc3n(n2)C(C(F)(F)F)CC(c2ccco2)N3)cc1 (stereo unspecified),109
NS(=O)(=O)c1cc2c(cc1C(F)(F)F)NCNS2(=O)=O,101
CCOC(=O)C(NC(C)=O)(Nc1ccc(S(=O)(=O)Nc2onc(C)c2C)cc1)C(F)(F)F (stereo unspecified),86
CCn1cc(CN(C)C(=O)CSc2nc(-c3ccco3)cc(C(F)(F)F)n2)c(C)n1,92
